ALOX12 inhib: 12-hLO (ALOX12) enzyme inhibition; P18054; purified 12-hLO, xylenol orange hydroperoxide absorbance; Potency, µM (titrated, usually from 57.1 µM), for the others: at the top dose activity change, negative = inhibition, actives largely listed as inhibitors; hit rate 0.12% among 150,000; AID 1452; also: potency is read from the fitted curve at half-maximal effect; nearly all actives have a fitted effect of over 55% in size; many of its hits are not listed in these tables
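Xylenol orange chromogenic assay: hydroperoxide from 12hLO oxidises Fe(II), giving red-shifted Fe(III)-XO absorbance. Conditions: 150 nM enzyme, 40 uM arachidonic acid, 25 mM Hepes pH 7.0, 0.01% Triton X-100, 30 min, room temperature.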
IMPase cell inh: IMPase inhibition in cells; CHO-M1 cells, IP1 accumulation, HTRF TR-FRET ratio; inhibition (IP1 accumulation), % at 46.1 µM; 120,000 tested, under 10 active; AID 901; active = well fitted curve in the direction sought with a large enough effect in the signal ratio, not every such curve was filed as active; inconclusive = small, poorly fitted or top-dose-only effect, or a change in a side signal; inactive = no such curve, though single readings can be large or run the other way; the % refers to the signal ratio;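 also: cells stimulated with carbachol in lithium chloride buffer; plate controls were DMSO basal wells for no effect and reference inhibitor wells for full effect; higher means more IMPase inhibition seen as more IP1 and lower FRET ratio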
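Measured: the HTRF emission ratio (665/620 nm) plus the 620 nm donor channel, each fitted to the Hill equation to give AC50. Cells were CHO-M1 given compounds up to 46 uM and a 30 min carbachol stimulation at 37C.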
15-hLO-2 inh: inhibitors of human 15-lipoxygenase 2 (ALOX15B); O15296; purified 15hLO-2, xylenol orange hydroperoxide absorbance; Potency, µM (series often up to 57.1 µM), inactives show at the highest dose activity change, negative = inhibition, actives largely listed as inhibitors; hit rate 0.56% among 110,000; AID 881; also: potency is read from the fitted curve at half-maximal effect; nearly all actives have a fitted effect of over 60% in size; many of its hits are not listed in these tables
Target sequence (O15296 whole entry, looked up): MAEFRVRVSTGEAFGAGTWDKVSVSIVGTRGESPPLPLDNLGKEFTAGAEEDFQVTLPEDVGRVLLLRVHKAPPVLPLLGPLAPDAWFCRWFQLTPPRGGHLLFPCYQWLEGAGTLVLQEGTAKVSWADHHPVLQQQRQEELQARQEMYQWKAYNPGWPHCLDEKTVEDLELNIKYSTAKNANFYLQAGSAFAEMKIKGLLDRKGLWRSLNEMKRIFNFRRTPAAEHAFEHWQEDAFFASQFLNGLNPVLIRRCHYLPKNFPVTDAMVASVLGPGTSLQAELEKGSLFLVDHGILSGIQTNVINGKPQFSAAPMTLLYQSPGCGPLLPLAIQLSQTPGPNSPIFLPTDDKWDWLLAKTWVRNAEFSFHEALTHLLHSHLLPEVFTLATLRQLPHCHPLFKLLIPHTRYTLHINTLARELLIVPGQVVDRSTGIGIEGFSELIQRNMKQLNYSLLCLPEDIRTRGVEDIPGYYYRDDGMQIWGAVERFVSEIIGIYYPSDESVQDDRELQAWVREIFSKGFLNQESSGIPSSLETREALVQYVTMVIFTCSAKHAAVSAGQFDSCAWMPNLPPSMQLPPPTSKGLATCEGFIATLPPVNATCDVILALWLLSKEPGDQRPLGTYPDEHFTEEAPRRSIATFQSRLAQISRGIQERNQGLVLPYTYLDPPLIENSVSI
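Enzyme 50 nM, AA 45 uM, 25 mM Hepes pH 7.5 + 0.01% Triton X-100; cpd preinc 15 min RT, rxn 90 min RT; stop/detect with 200 uM XO + 300 uM Fe(II) in 50 mM H2SO4, 30 min; A573/A405.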
PNC inhibitor: blocks assembly of the perinucleolar compartment; AID 2417; activity change (PNC), negative = inhibition, % at 10 µM; hit rate 3.1% among 140,000; PC3M PTB-GFP, PNC prevalence imaging, 16 h; active compounds read low;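 active = readout at or below -70, meaning at least 70% loss of cells showing the perinucleolar compartment, a nuclear body marking cancer cells; inconclusive = readout between -30 and a set limit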;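 also: plate controls were DMSO wells for no effect and camptothecin positive control wells for full effect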
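Compounds are pinned in duplicate onto adhered PC3M cells stably expressing GFP-tagged PTB and incubated 16 h at 37 C. Cells are then fixed, nuclei stained with Hoechst, and PNC-positive cells counted.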
* hit, by the source's call; u = inconclusive; x = no result given; [ ] = dose if it differs, or a comment. Unless noted, calls follow the shape of the dose curve; as a rule, active = well fitted curve in the direction sought with a large enough effect; inconclusive = small, poorly fitted or top-dose-only effect, or another doubt; inactive = no such curve, though single readings can be large; an effect the other way counts as inactive or inconclusive. Unless noted, % is scaled to controls: 0 for no effect and ±100 for the full control effect.

Assay codes – A = ALOX12 inhib; B = IMPase cell inh; C = 15-hLO-2 inh; D = PNC inhibitor
Cn1cccc1C(=O)N1CCC2(CCN(Cc3ccccc3)CC2)CC1
  A: -1%; B: x; C: 7%; D: x

CC1CCN(S(=O)(=O)c2cccc(C(=O)Nc3nccs3)c2)CC1
  A: -10%; B: 1; C: -3%; D: u

Cc1ccc(OC(=O)c2cccc(S(=O)(=O)N(C)C)c2)c(-n2nc3ccccc3n2)c1
  A: -6%; B: 4; C: 6%; D: 28

Cc1ccc(C2=NN(S(C)(=O)=O)C(c3cccs3)C2)cc1 (stereo not drawn)
  A: -2%; B: 1; C: 3%; D: 73

CC(C)NC(=O)N1CC[C@@]2(CCCN(C(=O)c3csnn3)C2)C1
  A: 2%; B: x; C: 1%; D: x

CCn1c(CCNC(=O)c2ccc(OC)c(OC)c2)nc2ccccc21
  A: 1%; B: u; C: x; D: u

COc1nnc(-c2ccc(N3CCOCC3)c(NC(C)=O)c2)c2ccccc12
  A: 2%; B: 3; C: 2%; D: 28

COc1ccc(S(=O)(=O)N(C)CC(=O)N2CCC(C)CC2)cc1Cl
  A: -5%; B: -7; C: 0%; D: u

CC(=O)c1cccc(NC(=O)Nc2ccc(C)cc2)c1
  A: -5%; B: -4; C: -9%; D: 42

Nc1c(O)ccc2c1C(=O)c1ccccc1C2=O
  A: -8%; B: u; C: x; D: -21

CC1CCC(C(C)C)C2=C1C(C#N)(C#N)C(C#N)(C#N)C(c1ccccc1)N2 (stereo not drawn)
  A: -28%; B: 24; C: 10µM*; D: -8

CC(C)C(NC(=O)c1ccccc1)c1nnc(SCC(=O)Nc2nccs2)n1C (stereo not drawn)
  A: -1%; B: -3; C: -4%; D: -16

CC(=O)NNc1cccc(Cl)n1
  A: -3%; B: 3; C: -12%; D: -28

O=C(/C=C/c1ccccc1)N/C(=C\c1ccco1)C(=O)NCCO
  A: -3%; B: 1; C: 1%; D: 71

CCC(CC)c1nc2cc(OC)c(OC)cc2c(=O)o1
  A: -3%; B: -2; C: 6%; D: 15

CC(NC(=O)Cn1nnc(-c2ccncc2)n1)c1ccccc1 (stereo not drawn)
  A: 0%; B: 6; C: x; D: 10

COc1ccc(C(CNC(=O)c2ccccc2C)N2CCCC2)cc1 (stereo not drawn)
  A: 2%; B: 7; C: 14%; D: -2

CCOC(=O)c1c(-c2ccc(C)o2)csc1NC(=S)NC(=O)N(C)C
  A: u; B: -7; C: 25µM*; D: 86

COC(=O)/C=C1\S/C(=N/NC(=O)c2ccccc2)NC1=O
  A: -19%; B: 4; C: -2%; D: -18

O=C(O)c1ccc(/C=N/NC(=O)c2cc(-c3cccs3)nc3ccccc23)cc1
  A: -1%; B: x; C: x; D: -107*

CCCOc1ccc(N2C(=O)CC(NCc3ccncc3)C2=O)cc1 (stereo not drawn)
  A: -6%; B: 0; C: 5%; D: 32

CCNc1nc(CN2CCOCC2)nc2sc3c(c12)CCC3
  A: 2%; B: 2; C: 8%; D: 30

CCOC(=O)Cn1c(=O)oc2cc(S(=O)(=O)NCc3cccs3)ccc21
  A: 1%; B: 3; C: 1%; D: 15

COCCNc1nc(C)nc2c1nc(-c1ccccc1)n2CCN1CCCC1
  A: -2%; B: x; C: 10%; D: x

COc1ccc(NC(=O)CSc2nccn2-c2ccccc2)cc1
  A: -3%; B: u; C: 4%; D: -10

Molecules shown so far with an aryl methoxy group, in the order listed:
Assay codes – A = ALOX12 inhib; B = IMPase cell inh; C = 15-hLO-2 inh; D = PNC inhibitor
CCn1c(CCNC(=O)c2ccc(OC)c(OC)c2)nc2ccccc21
  A: 1%; B: u; C: x; D: u

COc1nnc(-c2ccc(N3CCOCC3)c(NC(C)=O)c2)c2ccccc12
  A: 2%; B: 3; C: 2%; D: 28

COc1ccc(S(=O)(=O)N(C)CC(=O)N2CCC(C)CC2)cc1Cl
  A: -5%; B: -7; C: 0%; D: u

CCC(CC)c1nc2cc(OC)c(OC)cc2c(=O)o1
  A: -3%; B: -2; C: 6%; D: 15

COc1ccc(C(CNC(=O)c2ccccc2C)N2CCCC2)cc1 (stereo not drawn)
  A: 2%; B: 7; C: 14%; D: -2

COc1ccc(NC(=O)CSc2nccn2-c2ccccc2)cc1
  A: -3%; B: u; C: 4%; D: -10

Later entries
Assay codes – A = ALOX12 inhib; B = IMPase cell inh; C = 15-hLO-2 inh; D = PNC inhibitor
O=C(NCc1ccccc1)c1cccc(OCC(=O)N2CCN(C(=O)c3ccco3)CC2)c1
  A: -11%; B: 2; C: -5%; D: 40

CC(C)(C)c1n[nH]c(=S)n(N)c1=O
  A: 1%; B: -3; C: -3%; D: 19

CC(CCc1ccccc1)NC(=O)c1cccs1 (stereo not drawn)
  A: -1%; B: 2; C: -6%; D: 34

Cn1ncc2c(Nc3cccc(Cl)c3)nc(Nc3cccc(Cl)c3)nc21
  A: 0%[11.4 µM]; B: x; C: -4%[11.4 µM]; D: x

COc1ccc2c(CC(=O)N3CCN(S(=O)(=O)c4cccs4)CC3)coc2c1
  A: -10%; B: -5; C: -7%; D: 10

Cc1cc(C)c(NC(=O)/C=C\C(=O)O)c(Cl)c1
  A: -2%; B: x; C: x; D: 2

C=CCn1c(CNC(=O)c2ccco2)nnc1SCC(=O)N1c2ccccc2Sc2ccccc21
  A: 4%; B: 9; C: -10%; D: -20

O=C(C1CC1)N(Cc1ccco1)c1nc(-c2ccccc2)cs1
  A: -16%; B: 12; C: -12%; D: 35

CN=C1SC(CC(=O)Nc2cccc(Cl)c2Cl)C(=O)N1C (stereo not drawn)
  A: -4%; B: 3; C: 5%; D: 27

Cc1ccn2c(C(=O)CSc3ccc(Cl)cc3Cl)c(C)nc2c1
  A: -5%; B: 8; C: 5%; D: u

CCCCOC(=O)NCN1C(=O)C2C3C=CC(C3)C2C1=O (stereo not drawn)
  A: 5%; B: 1; C: -7%; D: 10

O=C(Nc1ccc(N2CCCCC2)c(Cl)c1)c1ncn[nH]1
  A: -6%; B: 3; C: 59%[activator]; D: u

COc1cc(OC)cc(C(=O)N2CCN(C(=O)c3cccc(F)c3)CC2)c1
  A: -7%; B: 28; C: 11%; D: 2

Cc1ccc(OCC(=O)N2CCN(S(=O)(=O)c3ccccc3)CC2)c([N+](=O)[O-])n1
  A: 1%; B: -3; C: x; D: u

CCOC(=O)c1[nH]c2cc3c(cc2c1NC(=O)CN1CCc2ccccc2C1)OCO3
  A: -3%; B: 3; C: 2%; D: 16

CCN(CC)C(=O)c1c(-c2ccccc2)oc2ccc(OC)cc12
  A: -2%; B: x; C: x; D: 5

CC1CN(Cc2nc3c(c(=O)n(C)c(=O)n3C)n2CCCO)CC(C)O1 (stereo not drawn)
  A: -2%; B: -3; C: -3%; D: 3

Cc1ccc(SCC(=O)Nc2ncc(C)s2)cc1
  A: -1%; B: 8; C: 11%; D: 34

O=C(Cc1cccs1)N(c1ccccc1)C1C=CS(=O)(=O)C1 (stereo not drawn)
  A: -1%; B: -6; C: -7%; D: -1

NS(=O)(=O)c1ccc(NC(=O)COC(=O)CCNC(=O)NC23CC4CC(CC(C4)C2)C3)cc1
  A: -2%; B: -4; C: -1%; D: 32

Cc1cccc(C)c1NC(=O)C1(NC(=O)c2cnccn2)CCCCC1
  A: -5%; B: 3; C: -3%; D: 26

COc1cc(OC)cc(C(=O)N2CCN(C(=O)COc3ccc4ccccc4c3)CC2)c1
  A: -11%; B: -2; C: 23%; D: -16

N#Cc1ccc(C23CC4(C2)[C@H](CN(Cc2ccc(C(F)(F)F)cc2)[C@@H]4c2ccccc2)C3c2ccc(C(F)(F)F)cc2)cc1 (stereo partly drawn)
  A: -5%; B: x; C: 2%; D: x

CNC(=O)CCSc1ccc(C)cc1
  A: -4%; B: -8; C: x; D: 41

N=C1SCC(=O)N1c1nc(-c2ccccc2)cs1
  A: 4%; B: 4; C: -9%; D: 58

Given with values ahead of the structure: entries from further up
ALOX12 inhib	IMPase cell inh	15-hLO-2 inh	PNC inhibitor	compound
-1%	2	-6%	34	CC(CCc1ccccc1)NC(=O)c1cccs1 (stereo not drawn)
0%[11.4 µM]	x	-4%[11.4 µM]	x	Cn1ncc2c(Nc3cccc(Cl)c3)nc(Nc3cccc(Cl)c3)nc21
-10%	-5	-7%	10	COc1ccc2c(CC(=O)N3CCN(S(=O)(=O)c4cccs4)CC3)coc2c1
-2%	x	x	2	Cc1cc(C)c(NC(=O)/C=C\C(=O)O)c(Cl)c1
4%	9	-10%	-20	C=CCn1c(CNC(=O)c2ccco2)nnc1SCC(=O)N1c2ccccc2Sc2ccccc21

This is a subset; the hit share may differ from the screen's.
